Screens: PubChem BioAssay, several laboratories
Tat transport – E. coli Tat export inhibitors, primary screen, MC4100, TorA-mCherry reporter, fluorescence, single point; AID 488895, 2010; 340,000 tested, 0.036% active; inhibition, % at 10 µM;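 active means mean replicate inhibition at least 50% and at least half of replicates individually reaching 50%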;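 further: exported cargo escapes ClpAP degradation while cytoplasmic cargo is degraded and loses fluorescence; 0% = median of neutral control wells and 100% = median of NaSCN control wells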
cardiac RTF act – cardiac RTF calcium sensitivity activators, primary screen, biochemical, IANBD-TnC fluorescence, EC20 calcium; activation, % at 7.2 µM; 340,000 tested, 0.24% active; Troponin I, cardiac muscle (Homo sapiens) + Troponin T, cardiac muscle (Homo sapiens) + …; IANBD-labeled TnC RTF fluorescence at EC20 calcium; 0% EC20 calcium, 100% full calcium;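 active means activation above the mean over all tested compounds plus 3 SD, cut at about 30% in these data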;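 further: rise in fluorescence read as greater calcium sensitivity of cardiac thin filaments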
Rtt109 HAT inh – inhibitors of C. albicans Rtt109/Vps75 HAT, primary screen, biochemical, ThioGlo CoA-SH fluorescence, plate reader; purified Rtt109/Vps75, 4 h; Histone acetyltransferase RTT109 (Candida albicans (strain SC5314 / ATCC MYA-2876)), …; inhibition, % at 34.9 µM; 330,000 tested, 0.16% active; AID 540336, 2011;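 active means inhibition of at least 50% in every replicate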
Target sequence (Q5AAJ8 whole entry, looked up): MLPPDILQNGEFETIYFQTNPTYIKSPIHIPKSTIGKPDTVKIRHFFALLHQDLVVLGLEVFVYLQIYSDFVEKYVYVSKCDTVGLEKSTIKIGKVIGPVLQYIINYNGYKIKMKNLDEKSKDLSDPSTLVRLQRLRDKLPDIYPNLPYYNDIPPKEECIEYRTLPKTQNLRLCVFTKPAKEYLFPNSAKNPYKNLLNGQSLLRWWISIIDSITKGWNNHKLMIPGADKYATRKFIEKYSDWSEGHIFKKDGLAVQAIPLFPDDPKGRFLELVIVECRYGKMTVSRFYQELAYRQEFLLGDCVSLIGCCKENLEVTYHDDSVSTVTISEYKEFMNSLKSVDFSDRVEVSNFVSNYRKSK
CAL PDZ FP-1 – untagged CAL PDZ binding inhibitors, primary screen, biochemical, fluorescence polarization, HTS; purified CAL PDZ, TMR-peptide fluorescence polarization, 1 h; inhibition, % at 24.9 µM; 300,000 tested, 0.92% active; AID 602252, 2012;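 active means mean inhibition of at least 30% with at least half of replicates also reaching 30%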;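 further: 0% = DMSO neutral control and 100% = excess unlabeled competitor peptide PRC23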
dFosB activator – activators of delta FosB homodimer, primary screen, biochemical, fluorescence polarization, TAMRA-CDK5 oligo, single point | Protein FosB (Mus musculus), P13346 | purified delta FosB; percent of positive-control signal above neutral wells | AID 493131, 2011 | 340,000 tested, 0.99% active | activation, % at 25 µM;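 active means mean activation above about 17%, with every replicate also reaching it, limit read from the data, passing the limit was not always enough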;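 further: fluorescence polarization rise as delta FosB binds a TAMRA Cdk5 AP-1 oligo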
Target sequence (P13346 whole entry, looked up): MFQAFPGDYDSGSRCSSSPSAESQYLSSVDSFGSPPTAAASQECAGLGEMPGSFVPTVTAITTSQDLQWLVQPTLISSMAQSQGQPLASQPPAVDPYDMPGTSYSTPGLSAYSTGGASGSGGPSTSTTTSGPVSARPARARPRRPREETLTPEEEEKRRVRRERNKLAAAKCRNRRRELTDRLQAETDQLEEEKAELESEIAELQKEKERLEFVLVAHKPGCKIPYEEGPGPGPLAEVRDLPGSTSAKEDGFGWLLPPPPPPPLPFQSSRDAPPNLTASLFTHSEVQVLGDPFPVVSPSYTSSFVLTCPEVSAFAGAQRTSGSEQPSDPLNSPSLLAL
MITF act – activators of MITF-driven TRPM1 promoter reporter, primary screen, cell-based, SK-MEL-5, luciferase, single point; SK-MEL-5 TRPM1-promoter luciferase, 24 h; % of positive control, neutral wells = 0; activation, % at 12.5 µM; 300,000 tested, 0.75% active; AID 588334, 2011;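 active means mean activation of at least 80% with every replicate also reaching 80%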;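 further: 0% = neutral control wells and 100% = parthenolide positive control wells; values of inactives mirror those of a sister screen read the other way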
CDK5 p35 inh – inhibitors of human CDK5/p35 kinase, primary screen, biochemical, single concentration | Recombinant CDK5/p35, ADP-Glo luminescence, 60 min | 330,000 tested, 0.01% active | inhibition, % at 10 µM | Cyclin-dependent kinase 5 (Homo sapiens) + Cyclin-dependent kinase 5 activator 1 (Homo … | AID 488839, 2010;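 active means highest replicate inhibition of at least 50% and at least 75% of replicates reaching 50%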;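 further: plate controls were DMSO neutral control for no effect and GW8510 at 10 µM for full effect; many of its hits are not listed in these tables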
V-ATPase pHluor – regulators of yeast V-ATPase proton pumping, primary screen, pHLuorin cytosolic pH fluorescence | S. cerevisiae | response, % at 10 µM | 350,000 tested, 0.37% active; in the data active means response mostly above about 7.3%, no sharp cut-off; inactive means mostly below about 5.4%; further: actives read high; inactives centre near 0; some compounds called inactive have numbers as strong as hits
Wnt act – Wnt/beta-catenin pathway activators, primary screen, cell-based, plate reader, single point. Wnt/beta-catenin reporter cell assay, activator. activation, % at 9.35 µM. 300,000 tested, 1.2% active. AID 743398, 2014; in the data active means activation above about 30%, passing the limit was not always enough;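 further: 0% = neutral control wells and 100% = positive control wells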
CAL PDZ FP-2 – CAL PDZ peptide-binding inhibitors, primary screen, biochemical, fluorescence polarization, Cer-tagged CAL PDZ, HTS; 330,000 tested, 0.02% active; Golgi-associated PDZ and coiled-coil motif-containing protein (Homo sapiens), Q9HD26; AID 504414, 2011; purified CAL PDZ, TMR-peptide fluorescence polarization, 1 h; inhibition, % at 20 µM;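 active means highest replicate inhibition of at least 40%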;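 further: plate controls were DMSO neutral control wells for no effect and unlabeled competitor peptide control wells for full effect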
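Test system: tagged CAL PDZ domain / Buffer or medium: sodium phosphate/NaCl buffer pH 7.4 with TCEP, IgG, Thesit / Reagent: TMR-labelled reporter peptide T*-PRC34 bound in PDZ groove / Compound dosing: single point, 20 µM / Schedule: 1 h incubation at room temperature before polarization reading / Technique: fluorescence polarization (mP) / Benchmarks: unlabelled peptide, DMSO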
An asterisk follows results filed as active; / = not tested or not shown; & = joins results of further samples.

1	CC1(C)C(=O)Nc2ccccc2N1C(=O)COC(=O)c1cc(S(C)(=O)=O)ccc1Cl
2	Cc1ccccc1OCC(=O)Nc1ccc2c(c1)COC2=O
3	CN1CCN(c2nc(-c3ccccc3O)nc3ccccc23)CC1
4	CCO[C@@H]1OC(C(=O)NC2CC2)=C[C@H](C2CC2)[C@H]1CCCO
5	Cc1sc2ncnc(SCC(=O)N3CCCCC3)c2c1C
6	Cc1cccc(C)c1NS(=O)(=O)c1ccc(OCCNS(C)(=O)=O)cc1
Assay by compound	1	2	3	4	5	6
Tat transport	-4	1	-5	-10	7	-4
cardiac RTF act	-4	4	-8	-5	6	-1
Rtt109 HAT inh	3	2	10	-26	13	-1
CAL PDZ FP-1	-1	-1	-3	0	-1	3
dFosB activator	-1	-1	8	7	-9	1
MITF act	10	/	6	-3	11	-13
CDK5 p35 inh	1.3	-2.3	-0.2	1.4	-0.3	2.2
V-ATPase pHluor	1	5	-3	-1	1	0
Wnt act	1	24	1	-1	2	0
CAL PDZ FP-2	-1.7	-1.3	1.0	1.3	-2.5	0.1

7	O=C(COC(=O)CC1SC(N2CCCC2)=NC1=O)Nc1ccc(Br)cc1 (stereo not given)
8	CC(=O)c1ccc(N2C(=O)CC(N3CCN(S(=O)(=O)c4ccc(C)c(C)c4)CC3)C2=O)cc1 (stereo not given)
9	Cc1ccc(NC(=O)CNC(=O)c2cccs2)cc1S(=O)(=O)Nc1ccc(Cl)cc1
10	CCOc1cc(C(=S)N2CCCCC2)ccc1OS(=O)(=O)c1ccc(Br)cc1
11	C/C(=N/NC(=O)CCc1ccccc1)c1ccco1
12	CC(=O)c1ccc(-n2nnnc2SCC(=O)Nc2sc(C)c(C)c2C#N)cc1
Assay by compound	7	8	9	10	11	12
Tat transport	-10	-3	-8	7	8	1
cardiac RTF act	3	9	-6	4	0	-2
Rtt109 HAT inh	/	-7	5	14	35	4
CAL PDZ FP-1	7	-4	-6	0	-1	-2
dFosB activator	-4	-4	0	-15	-5	-7
MITF act	-11	-4	-7	2	1	24
CDK5 p35 inh	-1.2	0.3	-0.7	1.0	1.8	0.4
V-ATPase pHluor	2	-5	2	0	-2	-1
Wnt act	0	-1	-2	/	3	0
CAL PDZ FP-2	-0.1	-1.4	-2.7	-0.4	-2.1	-0.7

13	CCCCC[C@H](O)/C=C/[C@H]1CCC(=O)[C@@H]1CCCCCCC(=O)N1CCCCC1CO (stereo not given in full)
14	CCOC(=O)N1CCN(c2c(NCc3ccc(N(C)C)cc3)c(=O)c2=O)CC1
15	CCOC(=O)C(NC(=O)C1CCCN1C(=O)OCc1ccccc1)C(=O)OCC (stereo not given)
16	COCCOCCn1c(CCCO)nc2ccccc21
17	COc1ccccc1Nc1nc(N)nc(CSC(=S)N2CCCCC2)n1
18	COc1cc([N+](=O)[O-])ccc1NC(=O)C1C2C=CC(C2)C1C(=O)O (stereo not given)
Assay by compound	13	14	15	16	17	18
Tat transport	12	-7	13	4	-9	-3
cardiac RTF act	1	2	2	-2	-5	-2
Rtt109 HAT inh	-4	14	9	33	5	0
CAL PDZ FP-1	3	/	0	27	4	-2
dFosB activator	-14	-6	0	5	-10	8
MITF act	-10	-23	7	-8	16	13
CDK5 p35 inh	0.8	0.1	2.7	0.7	0.5	0.5
V-ATPase pHluor	2	2	-9	-2	1	0
Wnt act	1	-4	/	-1	35*	-1
CAL PDZ FP-2	-0.6	0.3	-1.3	-2.8	-1.2	0.5

19	Nc1nc(NCCO)nc(NCC2CCCO2)c1[N+](=O)[O-] (stereo not given)
20	CCn1c(C(=O)O)c(CC(=O)NC2CCCCCC2)c2ccccc21
21	CCn1cc(CNC(=O)CSc2nc(-c3ccc(OC)c(OC)c3)cc(C(F)(F)F)n2)c(C)n1
22	Cc1occc1C(=O)NNC(=O)c1ccc(Br)o1
23	Cc1ccc(NC(=O)N2CCCN(Cc3ccc(F)cc3)C2)cc1C
24	Clc1cccc(N2CCN(Cc3nnc(-c4ccccc4)o3)CC2)c1
Assay by compound	19	20	21	22	23	24
Tat transport	0	4	12	-9	4	5
cardiac RTF act	-5	-2	-2	4	1	6
Rtt109 HAT inh	7	-13	2	1	-2	15
CAL PDZ FP-1	0	-5	1	-5	-2	/
dFosB activator	-4	-3	-8	-7	5	-7
MITF act	5	-14	-5	-9	13	-6
CDK5 p35 inh	3.2	0.7	0.5	0.0	0.6	1.1
V-ATPase pHluor	2	-2	0	1	4	2
Wnt act	0	-1	-2	3	/	-1
CAL PDZ FP-2	-0.1	-2.5	-1.0	-1.5	-1.4	-1.0

25	O=C(CS(=O)(=O)Nc1ccc(F)cc1Cl)Nc1ccc(F)cc1Cl
26	O=C(Cn1nnc(-c2ccccc2NC(=O)c2ccccc2)n1)Nc1ccc2c(c1)OCCO2
27	Cc1cc(C(=O)CSc2nnc(-c3ccc(Cl)cc3)n2CC2CCCO2)c(C)n1C (stereo not given)
28	COc1cccc(/C=C2\SC(=S)N(N3CCOCC3)C2=O)c1OC
29	O=C(/C=C/c1ccc(Cl)cc1)NC(=S)Nc1ccc(N2CCOCC2)c(Cl)c1
30	N#Cc1ccc(Oc2ccc(C(F)(F)F)cc2NC(=O)c2ccc(F)cc2)cc1
Assay by compound	25	26	27	28	29	30
Tat transport	2	-4	0	0	-5	1
cardiac RTF act	2	5	1	0	5	2
Rtt109 HAT inh	3	-4	9	-9	-6	7
CAL PDZ FP-1	-8	0	0	-2	-3	-3
dFosB activator	-3	44*	0	-11	-6	0
MITF act	-5	13	2	-3	-14	2
CDK5 p35 inh	0.2	2.2	-0.4	0.3	0.3	1.3
V-ATPase pHluor	1	1	0	-3	0	2
Wnt act	-1	0	3	/	/	0
CAL PDZ FP-2	0.5	-0.5	-0.2	-0.3	-0.4	0.1

31	Cc1cc(C)cc(NC(=O)C(OC(=O)c2ccc(O)cc2)c2ccccc2)c1 (stereo not given)
32	CCOc1ccc(CCNC(=O)C2CCCN(S(=O)(=O)N3CCOCC3)C2)cc1OCC (stereo not given)
33	Cc1c(C)n(C(=O)CSc2nc3ccccc3[nH]2)c2ccccc12
34	CCOC(=O)NC(=O)CSc1nnnn1-c1ccc(Cl)cc1
35	COCCNC(=S)Nc1ccc2nc(N3CCOCC3)cc(C)c2c1
36	CCn1cc([C@@H]2C[C@H]3CN(Cc4cccc(Cl)c4)C(=O)[C@]34CCCN24)cn1
Assay by compound	31	32	33	34	35	36
Tat transport	5	-2	1	7	-5	-2
cardiac RTF act	-2	16	-1	-3	-1	/
Rtt109 HAT inh	2	-5	4	-13	3	-2
CAL PDZ FP-1	/	14	-4	1	-3	7
dFosB activator	7	-6	-8	-7	-9	-2
MITF act	-10	-8	-3	7	8	-4
CDK5 p35 inh	0.8	-4.2	-3.9	1.3	0.6	-0.1
V-ATPase pHluor	-1	-4	5	-1	0	0
Wnt act	0	-3	1	1	-1	-1
CAL PDZ FP-2	0.1	0.0	-3.3	-0.2	-2.2	0.0

Random excerpt: 4 compounds from above.
32	CCOc1ccc(CCNC(=O)C2CCCN(S(=O)(=O)N3CCOCC3)C2)cc1OCC (stereo not given)
36	CCn1cc([C@@H]2C[C@H]3CN(Cc4cccc(Cl)c4)C(=O)[C@]34CCCN24)cn1
33	Cc1c(C)n(C(=O)CSc2nc3ccccc3[nH]2)c2ccccc12
34	CCOC(=O)NC(=O)CSc1nnnn1-c1ccc(Cl)cc1
Assay by compound	32	36	33	34
Tat transport	-2	-2	1	7
cardiac RTF act	16	/	-1	-3
Rtt109 HAT inh	-5	-2	4	-13
CAL PDZ FP-1	14	7	-4	1
dFosB activator	-6	-2	-8	-7
MITF act	-8	-4	-3	7
CDK5 p35 inh	-4.2	-0.1	-3.9	1.3
V-ATPase pHluor	-4	0	5	-1
Wnt act	-3	-1	1	1
CAL PDZ FP-2	0.0	0.0	-3.3	-0.2

The listing continues:
37	CC1(c2ccccc2Cl)NC(=O)N(CC(=O)c2ccc3c(c2)OCO3)C1=O (stereo not given)
38	CC(C)CN1Cc2ccccc2Oc2cc(Br)ccc2S1(=O)=O
39	Cc1cccc(-c2noc(CSc3ccccc3)n2)c1
40	CC1CCN(c2ccc(S(=O)(=O)NC3=NCCCCC3)cc2[N+](=O)[O-])CC1
41	CCOc1cccc2sc(Cl)nc12
42	COc1ccc(OCC(=O)c2c[nH]c3ccccc23)cc1
Assay by compound	37	38	39	40	41	42
Tat transport	2	5	6	2	14	11
cardiac RTF act	-2	-3	-1	-6	7	7
Rtt109 HAT inh	12	-4	-8	18	-5	-3
CAL PDZ FP-1	5	-1	-3	9	-1	-2
dFosB activator	-2	4	4	-2	-2	0
MITF act	-5	-5	87*	-3	4	7
CDK5 p35 inh	-0.2	-4.0	1.3	0.3	1.5	-6.0
V-ATPase pHluor	2	-3	-2	0	1	2
Wnt act	0	-3	-1	0	0	6
CAL PDZ FP-2	-2.9	0.5	-0.6	-0.4	-1.9	-1.2

43	Cc1c(C=O)cnn1CCC(=O)O
44	O=C(NCCC1CCCCN1S(=O)(=O)c1ccc(F)cc1)C(=O)NCCN1CCOCC1 (stereo not given)
45	COC(=O)c1ccc(COc2ccc3ccc(=O)oc3c2)o1
46	CCCCC(=O)Nc1ccc(F)c(Cl)c1
47	CN(C1CCS(=O)(=O)C1)S(=O)(=O)c1ccc(C2CCCCC2)cc1 (stereo not given)
48	COc1ccc(NC(=O)C2CCC(CNc3c(N4CCCCC4)c(=O)c3=O)CC2)cc1OC (stereo not given)
49	COc1cc(C(=S)N2CCOCC2)cc(Br)c1OS(=O)(=O)c1ccccc1
50	CCCc1cc(=O)[nH]c(Nc2ccc3c(c2)OCCO3)n1
51	COc1ccc([C@@H]2CC(=O)c3c(O)cc(O[C@@H]4OC(CO[C@@H]5OC(C)[C@H](O)[C@H](O)C5O)[C@@H](O)[C@@H](O)C4O)cc3O2)cc1O (stereo not given in full)
Assay by compound	43	44	45	46	47	48	49	50	51
Tat transport	3	2	-5	2	-4	-3&-2	-4	-5	3
cardiac RTF act	-6	-2	1	4	5	7&-1	7	2	3
Rtt109 HAT inh	-3	-7	4	-5	-10	2&19	-4	1	4
CAL PDZ FP-1	-6	-4	3	-7	/	-3	3	-9	3
dFosB activator	-8	0	3	0	3	-5&-1	-3	-3	4
MITF act	2	-2	22	/	-3	-1&-18	/	-16	-3
CDK5 p35 inh	0.2	-0.6	-0.7	1.1	-2.3	0.1&-1.7	-0.7	1.7	1.2
V-ATPase pHluor	7	2	3	/	-7	1&-6	-1	0	-1
Wnt act	/	-3	6	-3	-2	-3&-1	-4	-1	5
CAL PDZ FP-2	-1.0	-1.5	-0.5	/	-1.4	-5.9&-0.2	-0.8	-0.5	-0.9
